PLK1 PBD block: blocks phosphopeptide binding to human PLK1 polo-box domain; P53350; Plk1 PBD binding of FITC phosphopeptide, fluorescence polarization; Potency, µM, inactives show max response, negative = inhibition, actives largely listed as inhibitors; 2.8% of 360,000 active; AID 720504; note: potency is the fitted concentration of half-maximal effect; series mostly up to about 57 µM; % is set by controls: 0 for no effect and ±100 for the full control effect; nearly all actives have a fitted effect of over 65% in size
GLP-1R inv ag: inverse agonists of human GLP-1 receptor; P43220; HEK293 GLP-1R CRE-luciferase, luminescence, 24 h; GLP-1R form is constitutively active; Potency, µM (titrated, usually from 38.3 µM), for inactives: at the top dose activity change, negative = inhibition, most hits filed as inhibitors; 1.6% of 410,000 active; AID 624417; note: potency is the fitted concentration of half-maximal effect; % is set by controls: 0 for no effect and ±100 for the full control effect; nearly all actives have a fitted effect of over 55% in size
Target sequence (P43220 whole entry, looked up): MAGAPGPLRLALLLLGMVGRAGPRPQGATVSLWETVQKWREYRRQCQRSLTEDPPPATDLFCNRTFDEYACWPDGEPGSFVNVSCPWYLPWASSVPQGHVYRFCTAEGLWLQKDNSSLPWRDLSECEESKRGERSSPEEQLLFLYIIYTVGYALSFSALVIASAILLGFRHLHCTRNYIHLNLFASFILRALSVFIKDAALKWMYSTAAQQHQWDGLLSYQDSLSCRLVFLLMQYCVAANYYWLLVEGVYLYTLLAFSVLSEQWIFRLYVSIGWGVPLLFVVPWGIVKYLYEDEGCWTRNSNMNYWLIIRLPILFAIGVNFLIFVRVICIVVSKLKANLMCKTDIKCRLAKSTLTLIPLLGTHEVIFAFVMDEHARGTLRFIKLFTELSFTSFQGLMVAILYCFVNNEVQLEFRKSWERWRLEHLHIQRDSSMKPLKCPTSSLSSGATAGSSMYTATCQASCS
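qHTS in 1536-well format: reporter HEK293 cells expressing constitutive GLP-1R activity in DMEM + 10% Nu serum, 24 hr with compounds at 37 deg C, luminescence read after 12 min with detection reagent.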
PI5P4K alpha inh: blocks human PI5P4K alpha kinase activity | PI5P4Kalpha enzyme, ADP-Glo luminescence, 60 min; stronger effect = lower value | 1.2% of 330,000 active | AID 652105 | P48426 | max response, %; active = max response of -50% or lower; inconclusive = between -30% and -50%; inactive = -30% or higher; note: value at the top dose of about 77 µM; % is set by controls: 0 for no effect and ±100 for the full control effect
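Luminescence from ADP-Glo served as readout of PI5P4Kalpha activity in a qHTS format. Reaction: enzyme, substrate, compound, ATP at 5 microM final, 60 min at RT.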
DRD3 agonist: D3 dopamine receptor (human) agonism; P35462; D3R DiscoveRx beta-arrestin cells, luminescence, 90 min; max activation, %; 0.58% of 410,000 active; AID 652048; in the data active = max activation above about 30%; note: 0% is about no effect; mostly tested at two doses, the higher about 12 µM
Target sequence (P35462 whole entry, looked up): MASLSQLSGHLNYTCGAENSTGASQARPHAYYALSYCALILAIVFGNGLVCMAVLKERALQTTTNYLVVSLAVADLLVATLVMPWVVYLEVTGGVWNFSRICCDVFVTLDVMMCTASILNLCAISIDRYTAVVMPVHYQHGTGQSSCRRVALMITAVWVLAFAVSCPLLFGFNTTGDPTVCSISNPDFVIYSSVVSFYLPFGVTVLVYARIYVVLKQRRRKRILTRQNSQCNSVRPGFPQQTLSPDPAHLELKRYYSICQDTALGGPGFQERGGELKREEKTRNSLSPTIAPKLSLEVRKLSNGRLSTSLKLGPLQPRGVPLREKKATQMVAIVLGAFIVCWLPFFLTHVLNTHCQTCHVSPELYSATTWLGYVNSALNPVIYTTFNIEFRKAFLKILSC
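Cells at 1500/well, incubated overnight, then treated with pinned compounds (dopamine as control) for 90 min at 37 degrees C. DiscoveRx reagent added for 30 - 60 minutes at room temperature; luminescence read.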
HEK293 tox: cytotoxic in the GLP-1 receptor inverse agonist counter-screen | HEK293 cAMP-luciferase reporter cells, luminescence, 24 h | Potency, µM (series often up to 38.3 µM), without a hit: at the top dose activity change, negative = inhibition, most hits filed as inhibitors | 0.13% of 410,000 active | AID 624418;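 note: loss of luciferase light is scored as toxicity; potency is the fitted concentration of half-maximal effect; % is set by controls: 0 for no effect and ±100 for the full control effect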
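A 23 nL compound transfer followed 12 hours of cell culture at 37 deg C; exposure then lasted 24 hr. Luciferase assay detection reagent was dispensed and plates read for luminescence after a 12 min room-temperature wait.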
WRN helicase inh: WRN helicase (human) inhibition. WRN helicase unwinding, fluorescent forked duplex, kinetic. 0.46% of 360,000 active. Potency, µM (titrated, usually from 114 µM), for the others: at the top dose activity change, negative = inhibition, most hits filed as inhibitors; note: potency is the fitted concentration of half-maximal effect; % is set by controls: 0 for no effect and ±100 for the full control effect; nearly all actives have a fitted effect of over 55% in size
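WRN at 20 nM final preincubated with compound 15 min at room temperature; reaction started with 100 nM fluorophore/quencher forked duplex oligonucleotide and 2 mM ATP final. Unwinding followed kinetically by red fluorescence (ex 525, em 598 nm).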
D3 antag: antagonists of human D3 dopamine receptor; max response, negative = inhibition, %; D3R cells, DiscoveRx beta-arrestin luminescence, antagonist mode; stronger effect = lower value; P35462; 2.5% of 360,000 active; AID 652054; in the data active = max response below about -50%; inconclusive = no clear call, values can overlap the other calls; note: % is set by controls: 0 for no effect and ±100 for the full control effect; mostly tested at two doses, the higher about 12 µM
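Cells plated overnight at 1500 cells/well, then exposed to library compounds with dopamine controls for 90 minutes at 37 degrees C. DiscoveRx reagent added for 30–60 minutes at room temperature; luminescence read, quantitative HTS format.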
GLP-1R agonist: GLP-1 receptor (human) agonism; P43220; HEK293 GLP-1R CRE-luciferase, luminescence, 4-6 h; cells express a hypersensitive GLP-1R form; Potency, µM (doses to about 45.6 µM), without a hit: at the highest dose activation, usual class: activators; 0.007% of 380,000 active; AID 624172; note: potency is the fitted concentration of half-maximal effect; % of control where 0% means no effect
IL-2 act: activators of IL-2. 0.065% of 360,000 active. IL-2 activation reporter assay, cell-based qHTS; stimulated with anti-CD3/CD4/CD28 beads; in transgenic mouse T cells. activation, % (series mostly up to about 46 µM); in the data active = activation above about 50%; inconclusive = mostly about 30% to 49%; note: 0% is about no effect
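Unstimulated transgenic mouse T cells, 750 per well, received compound and, after 60 minutes, anti-CD3/anti-CD4 bead plus anti-CD28 stimulation. EGFP and DsRed were quantified after 18 hours.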
Active calls of the source: *; ? = inconclusive; nt = no result given; & = joins results of further samples; [ ] = dose if it differs, or a comment. Unless noted, calls come from the whole dose curve; as a rule, active = well fitted curve in the direction sought with a large enough effect; inconclusive = small, poorly fitted or top-dose-only effect, or another doubt; inactive = no such curve, though single readings can be large; an effect the other way counts as inactive or inconclusive.

SMILES	PLK1 PBD block	GLP-1R inv ag	PI5P4K alpha inh	DRD3 agonist	HEK293 tox	WRN helicase inh	D3 antag	GLP-1R agonist	IL-2 act
COc1cc(NC(=O)c2cc(=O)[nH]c3ccc(S(=O)(=O)N4CCOCC4)cc23)cc(OC)c1	5%	4%	0	0	6%	2%	-20	-1%	-4.2
Cc1cccc(CC(C)NC(=O)c2oc3c(F)cccc3c2C)n1 (centres undefined)	-14%	1%	-9	-16	-5%	15%	-12	?	-3.2
COc1ccc(CNC(=O)Cc2cccs2)cc1	-4%	17%	-28	-1	-25%	2%	5	-3%	0.5
O=C(/C=C/c1ccco1)N(Cc1cccc(Br)c1)C1CCS(=O)(=O)C1 (centres undefined)	-18%	-24%	?	4	-1%	-17%	-5	10%	0.4
CCN(CC)C(=O)CSc1nc2c(sc(=S)n2-c2ccccc2)c(=O)[nH]1	0%	-5%	-2	-7	-1%	-3%	4	3%	-0.1
COC(=O)c1cc(NS(=O)(=O)c2ccc3c(c2)OCCO3)ccc1Cl	nt	?	nt	-3	-11%	nt	nt	21%	nt
N#Cc1nc(Cc2cccc3ccccc23)oc1NCCCN1CCOCC1	-10%	0%	nt	-11	8%	-11%	9	1%	-1.2
CCCN1CCN(c2nc3c([nH]2)c(=N)ncn3CC(O)CO)CC1 (centres undefined)	-2%	13%	1	4	77%[activator]	-7%	10	7%	-2.3
Nc1c(C(=O)Nc2nccs2)sc2nc(-c3cccs3)cc(C(F)(F)F)c12	8%	0%	-16	-4	36%[activator]	-10%	17	-27%	104*
O=C(COC(=O)c1ccc(F)c(S(=O)(=O)N2CCOCC2)c1)Nc1ccc2c(c1)OCO2	-5%	6%	4	-3	11%	-24%	0	8%	1.5

Among those listed so far, these have four or more nitrogen atoms:
SMILES	PLK1 PBD block	GLP-1R inv ag	PI5P4K alpha inh	DRD3 agonist	HEK293 tox	WRN helicase inh	D3 antag	GLP-1R agonist	IL-2 act
CCN(CC)C(=O)CSc1nc2c(sc(=S)n2-c2ccccc2)c(=O)[nH]1	0%	-5%	-2	-7	-1%	-3%	4	3%	-0.1
N#Cc1nc(Cc2cccc3ccccc23)oc1NCCCN1CCOCC1	-10%	0%	nt	-11	8%	-11%	9	1%	-1.2
CCCN1CCN(c2nc3c([nH]2)c(=N)ncn3CC(O)CO)CC1 (centres undefined)	-2%	13%	1	4	77%[activator]	-7%	10	7%	-2.3
Nc1c(C(=O)Nc2nccs2)sc2nc(-c3cccs3)cc(C(F)(F)F)c12	8%	0%	-16	-4	36%[activator]	-10%	17	-27%	104*

Next section:
SMILES	PLK1 PBD block	GLP-1R inv ag	PI5P4K alpha inh	DRD3 agonist	HEK293 tox	WRN helicase inh	D3 antag	GLP-1R agonist	IL-2 act
COc1ccc(OC)c(C2C(C#N)=C(N)N(N(C)C)C3=C2C(=O)CCC3)c1 (centres undefined)	-5%	5%	4	22	1%	6%	1	10%	0.7
CCCCOc1nc2ccccc2nc1C(C#N)C(=O)NC1CCCCC1 (centres undefined)	27µM*	-4%	7	6	6%	2%	7	-3%	-0.1
CC(=O)C1=C(C)OC(N)=C(C#N)C1c1cc([N+](=O)[O-])ccc1Cl (centres undefined)	-15%	-28%	-4	-6	-1%	-10%	-22	8%	-3.7
COC(=O)C(Cc1ccccc1)NC(=O)c1ccc(NS(=O)(=O)c2ccc3[nH]c(=O)[nH]c3c2)cc1 (centres undefined)	0%	6%	-2	10	-4%	-2%	13	8%	-0.5
Cc1ccc(O)c([C@H](CCN(C(C)C)C(C)C)c2ccccc2)c1	5%&-12%	nt	1&-6	-9&-20&3	?	5%&-9%	1&2	nt	0.9&1.7
COc1ccc(Cl)cc1NC(=O)N1CCN(CCc2ccccc2)CC1	-6%	?	nt	-44	-3%	-6%	?	0%	-1.3
Cc1ccc(C)c(S(=O)(=O)N2CCN(CC(=O)Nc3ccc([N+](=O)[O-])cc3)CC2)c1	5%	?	-1	-2	-1%	-11%	8	19%	-0.3
COc1cccc(OCC(O)CNC(C)c2ccccc2)c1 (centres undefined)	-2%	?	12	9	5%	-2%[57.1 µM]	-1	-4%	-0.6
O=C(Nc1cccc(S(=O)(=O)NC2=NCCC2)c1)c1ccc(=O)[nH]c1	-15%	9%	0	3	-5%	0%	-4	9%	-1.0
CC1NC2(C(=O)N(Cc3ccccc3)c3ccccc32)C2C(=O)N(c3ccccc3)C(=O)C12 (centres undefined)	-3%	-12%	-2	-2	0%	-2%	5	3%	-3.0
C[C@H](CO)N1C[C@H](C)[C@H](CN(C)C(=O)Nc2ccc(F)cc2)Oc2ccc(NC(=O)NC3CCCCC3)cc2CC1=O	-17%	14%	1	7	1%	-2%	-8	9%	-1.6
O=C(NN=C1CCCCCCCCCCC1)c1ccncc1	-5%	1%	1	-6	22%	5%	-24	1%	-4.6
CC1(C)CC(=O)C(C=NCCN2CCN(C(=O)C34CC5CC(CC(C5)C3)C4)CC2)=C(O)C1	-7%	-8%	0	1	-6%	0%	6	-1%	3.2
Cc1nc2cc(-c3cccs3)nn2c(NCC(C)(C)CN(C)C)c1C	-2%	-15%	2	-1	1%	-2%	1	2%	-2.9
CC(C)=C1C2C=CC1C(C(=O)Nc1cccc(C)c1)C2C(=O)O (centres undefined)	-3%	13%	nt	1	2%	-2%	-5	0%	-0.8
Cn1c(=O)c2[nH]c(NN=Cc3ccccc3)nc2n(C)c1=O	-10%	7%	-7	9	-16%	-1%	17	10%	0.6
Nc1nonc1-n1nnc(C(=O)N/N=C/c2ccc(Cl)cc2)c1-c1ccc2c(c1)OCO2	-12%	4%	1	-7	-4%	-3%	-17	0%	-3.2
COc1ccc(Cl)cc1N(CC(=O)N1CCCC1)S(=O)(=O)c1ccc(C)cc1	-5%	13%	-4	-3	-4%	10%	0	12%	1.7
CC(=O)Nc1ccc(S(=O)(=O)N(C)CC(=O)OCCOc2cccc(C)c2)cc1	-7%	9%	-6	2	22%	-34%	-23	1%	-4.3
CN(C(=O)c1cccc(NC(=O)Cc2cccc(NC(=O)C3CCCN(C(=O)C4CCCC4)C3)c2)c1)C1CC1 (centres undefined)	-9%	-18%	-7	-7	-4%	-8%	0	6%	0.1
O=C(NC1CC1)c1ccc(CS(=O)c2ccccc2)o1 (centres undefined)	-13%	8%	2	-4	-11%	-1%	-15	-4%	-0.8
CC(C)C[C@@H](CN)NC(=O)c1nc[nH]c1C(=O)N[C@@H](C)C(=O)CNC[C@H](CC(C)C)NC(=O)c1nc[nH]c1C(=O)N[C@@H](Cc1ccccc1)C(=O)O	?	6%	-23	-2	4%	-2%	5	6%	-0.2
CCCCN(CCCNC(=O)C1CCN(S(=O)(=O)N2CCOCC2)CC1)c1ccccc1	-3%	?	-4	0	-16%	-4%	20	-3%	-0.6
CC(OC(=O)c1ccc(NC(=O)CC#N)cc1)C(=O)Nc1nc(-c2ccccc2)cs1 (centres undefined)	7%	-9%	-20	4	6%	-7%	3	14%	-0.9
Cc1nn(CC(=O)NC2CCCC2)c(C)c1[N+](=O)[O-]	-4%	7%	5	0	7%	-2%	-6	1%	0.4
CCCC/C(O)=C1\C(=O)CCCC1=NCCc1c(C)[nH]c2ccc(OC)cc12	4%	?	-6	7	-2%	-10%	4	5%	0.0
CC1CCN(C2CCN(C(=O)c3ccccc3F)CC2)CC1	2%	-3%	0	-6	2%	-3%	5	1%	0.8
COC(=O)[C@@H](Cc1ccccc1)NC(=O)NCCc1ccc(OC)c(OC)c1	2%	3%	8	0	-2%	7%	2	1%	-0.3
COc1cccc(Oc2nc(N)ncc2[N+](=O)[O-])c1	-9%	5%	-1	10	3%	2%[57.1 µM]	2	9%	-0.8
Cc1ccc(-n2c(N)c(-c3nc4ccccc4n3C)sc2=S)cc1	5.3µM*	5%	nt	-4	1%	-3%	-19	-5%	0.6
CCNC(=O)CSc1nnc(-c2cc(-c3ccc(Cl)cc3)nc3ccccc23)o1	-12%	-20%	-9	3	23%	0%	-3	3%	-4.0
COCCCn1c(=O)c2sccc2n(Cc2ccc(C)cc2)c1=O	-2%	0%	-1	-2	4%	-3%	17	3%	-0.5
COc1ccc(C(=O)NC(C)CCn2cccn2)cc1OC1CCN(C(C)C)CC1 (centres undefined)	0%	-6%	3	2	-1%	-8%	16	0%	0.5
N#Cc1ccccc1Cn1c(=O)n(C2CCCC2)c(=O)c2ccccc21	-11%	?	-1	1	8%	-6%	0	0%	1.5
COc1ccc(CCNC(=O)C(=O)NCC2OCCN2S(=O)(=O)c2ccc(Br)cc2)cc1 (centres undefined)	1%	-1%	6	-4	1%	-13%	-18	0%	0.8
CCOc1ccc(C(=O)N(Cc2ccc(N(C)C)cc2)C2CCS(=O)(=O)C2)cc1 (centres undefined)	-1%	?	1	-3	-8%	5%	-1	2%	-3.4
COc1ccc(CN2C3CCCC2CC(NC(=O)c2cccc(F)c2)C3)cc1 (centres undefined)	3%	-24%	-3	-17	-13%	6%	-88*	-5%	0.9
O=C(CCCCn1c(=O)c2ccccc2n(CC(=O)Nc2cccc(F)c2)c1=O)NCc1ccco1	-4%	?	-7	5	?	-20%	0	0%	-0.1
CC(CNC(=O)c1ccc(N)cc1)NC(=O)c1ccc(N)cc1 (centres undefined)	-6%	7%	8	-9	-2%	5%	-14	6%	1.6
COc1ccc(-c2cc(C(=O)OCC(=O)Nc3ccc4c(c3)OCO4)c3ccccc3n2)cc1	-1%	-29%	-11	3	-8%	6%	17	1%	-0.1
CCOC(=O)C1=C(C)N=c2sc(=Cc3ccc(OCC(=O)O)cc3)c(=O)n2C1c1ccc(Cl)cc1 (centres undefined)	-14%	-10%	?	-4	2%	?	-11	-3%	0.8
CC1(C)Oc2ccc3ccc(=O)oc3c2/C(=C/NC2CCCCC2)C1=O	-10%	?	11	0	2%	-5%	8	0%	-2.2
O=C(Nc1ccccc1C(=O)N1CCOCC1)c1cccnc1	2%	-7%	nt	8	4%	-1%	8	2%	-2.4
CC(C)(C)OC(=O)NCCc1onc(-c2cccc([N+](=O)[O-])c2)c1C(=O)O	-3%	-8%	-2	-4	0%	3%	-21	-1%	-1.1
